Screens from PubChem.
Vif-APOBEC3F blk – Vif-A3F binding inhibition | Potency, µM (top dose mostly 46.1 µM), for inactives: at the top dose activity, negative = active | HeLa A3F-eYFP + Vif (tagged APOBEC3F with the HIV-1 protein that degrades it), YFP fluorescence increase | 390,000 compounds, 0.2% hits; also: potency is read from the fitted curve at half-maximal effect; % of control where 0% means no effect; nearly all actives have a fitted effect of over 65% in size
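Fluorescence increase (Ex 488/Em 500-530) after overnight compound treatment at 37 deg C flags inhibition of Vif-driven A3F-eYFP loss in stable HeLa A3F-eYFP/Vif cells seeded overnight beforehand.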
TrxR1 substrate – substrates of rat thioredoxin reductase 1; Potency, µM (doses to about 114 µM), inactives show top-dose activity change, negative = substrate turnover; 390,000 compounds, 0.01% hits; purified TrxR1 substrate turnover, NADPH consumption readout; also: potency is read from the fitted curve at half-maximal effect; % is scaled to controls: 0 for no effect and ±100 for the full control effect; nearly all actives have a fitted effect of over 50% in size
Target sequence (O89049 whole entry, looked up): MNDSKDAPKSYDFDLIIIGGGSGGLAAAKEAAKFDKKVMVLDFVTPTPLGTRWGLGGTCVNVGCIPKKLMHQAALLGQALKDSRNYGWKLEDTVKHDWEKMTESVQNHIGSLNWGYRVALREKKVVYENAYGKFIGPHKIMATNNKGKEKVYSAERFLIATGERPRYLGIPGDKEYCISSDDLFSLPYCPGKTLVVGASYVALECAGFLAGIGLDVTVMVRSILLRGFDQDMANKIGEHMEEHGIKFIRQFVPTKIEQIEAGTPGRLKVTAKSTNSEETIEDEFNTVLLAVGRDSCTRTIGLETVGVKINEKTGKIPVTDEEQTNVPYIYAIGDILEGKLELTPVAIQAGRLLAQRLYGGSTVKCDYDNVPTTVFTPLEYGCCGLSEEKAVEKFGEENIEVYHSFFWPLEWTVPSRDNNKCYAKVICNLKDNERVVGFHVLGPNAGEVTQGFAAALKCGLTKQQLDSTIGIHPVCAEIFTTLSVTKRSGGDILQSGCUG
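Rat TrxR1, dispensed at 90 nM, was prereduced with 400 uM NADPH (final) for 5 min at ~22 deg C, then incubated with compound 15 min before 400 uM selenite. A first-read NADPH fluorescence drop versus no-compound background flagged substrates.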
Vif-APOBEC3G blk – Vif-A3G binding inhibition; 410,000 compounds, 0.076% hits; HeLa A3G-eYFP + Vif (tagged APOBEC3G with the HIV-1 protein that degrades it), YFP fluorescence, overnight; Potency, µM (highest dose often 46.1 µM), without a hit: at the top dose activity, negative = active, usual class: inhibitors; Q9HC16;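 also: potency is read from the fitted curve at half-maximal effect; % is scaled to controls: 0 for no effect and ±100 for the full control effect; nearly all actives have a fitted effect of over 60% in size; hits raise eYFP signal because A3G escapes Vif-driven loss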
Target sequence (Q9HC16 whole entry, looked up): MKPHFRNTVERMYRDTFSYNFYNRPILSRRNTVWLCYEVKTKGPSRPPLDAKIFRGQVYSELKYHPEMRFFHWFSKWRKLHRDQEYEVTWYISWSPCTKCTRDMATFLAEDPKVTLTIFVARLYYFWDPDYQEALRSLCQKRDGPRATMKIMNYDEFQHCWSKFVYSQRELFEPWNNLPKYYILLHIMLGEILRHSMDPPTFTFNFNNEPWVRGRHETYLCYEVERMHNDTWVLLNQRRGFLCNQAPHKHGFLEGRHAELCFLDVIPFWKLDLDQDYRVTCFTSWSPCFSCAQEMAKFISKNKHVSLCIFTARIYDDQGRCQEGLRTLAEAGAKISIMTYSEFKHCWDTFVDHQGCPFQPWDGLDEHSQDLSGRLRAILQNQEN
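HeLa cells stably expressing Vif and C-terminally eYFP-tagged A3G, seeded overnight at 37 deg C, then exposed to compound by pintool overnight at 37 deg C. Rise in yellow fluorescence (Ex 488/Em 500-530, Acumen) marks blocked Vif-driven A3G degradation.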
PI4K2A block – inhibitors of human PI4K2A. Q9BTU6. purified PI4K2A, ADP-Glo luminescence, 1 h; active compounds read low. activity change, negative = inhibition, % at 76.9 µM. 420,000 compounds, 0.13% hits; in the data active = activity change below about -50%; inconclusive = mostly about -30% to -49%;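 also: -100% = wells without enzyme as full effect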
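PI4K2A activity was measured by ADP-Glo luminescence: enzyme (4 ug/mL stock) and phosphatidylinositol (1.2 mM stock) in Tris pH 7.5/MgCl2/EGTA/Triton X-100 buffer were reacted with ATP (300 microM stock) for one hour at ambient temperature.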
Glioma ERSR ind – ER stress response induction in glioma. AID 602332. Potency, µM, without a hit: at the top dose activation, hits mostly activators. 420,000 compounds, 0.02% hits. U87-MG GRP78 promoter luciferase reporter, 16 h; also: potency is read from the fitted curve at half-maximal effect; series mostly up to about 76 µM; % of control where 0% means no effect; nearly all actives have a fitted effect of over 35% in size
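Stably transfected U87-MG glioma cells carrying a GRP78-based luciferase sensor; 16 h compound incubation. Luminescence end-point read 10 min after Bright-Glo addition at room temperature.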
RXFP1 ag – agonists of human relaxin receptor RXFP1; Potency, µM (titrated, usually from 57.5 µM), without a hit: at the top dose activation, most hits filed as activators; AID 2676; Q9HBX9; 370,000 compounds, 0.3% hits; HEK293T-RXFP1 cAMP TR-FRET, 30 min; response scale: percent of porcine relaxin response, buffer zero; also: potency is read from the fitted curve at half-maximal effect; % is scaled to controls: 0 for no effect and ±100 for the full control effect; nearly all actives have a fitted effect of over 60% in size; many of its hits are not listed in these tables
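cAMP rise read by TR-FRET after 30 min, 37C compound exposure (up to 58 uM) in RXFP1-transfected HEK293 cells with Ro 20174 present. EC50 from Hill-equation fits, with 29 nM porcine relaxin as 100% and buffer as basal.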
USP1-UAF1 inh – inhibitors of human USP1/UAF1 deubiquitinase. recombinant USP1/UAF1, Ub-Rhodamine cleavage fluorescence. Potency, µM (titrated, usually from 57.1 µM), without a hit: at the highest dose activity change, negative = inhibition, usual class: inhibitors. 390,000 compounds, 0.23% hits. AID 743255; also: potency is read from the fitted curve at half-maximal effect; % is scaled to controls: 0 for no effect and ±100 for the full control effect; nearly all actives have a fitted effect of over 60% in size; inactives centre near -12
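USP1/UAF1 complex at 1 nM was preincubated with compound for 15 min at room temperature, then Ub-Rho substrate (150nM final) was added. Fluorescence (480/540 nm) was read kinetically, 6 reads every 60 seconds.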
IDH1 R132H inh – inhibitors of human mutant IDH1 R132H | O75874 | IDH1-R132H enzyme, NADPH consumption, diaphorase/resazurin fluorescence | Potency, µM (highest dose often 76.6 µM), for inactives: at the highest dose activity change, negative = inhibition, most hits filed as inhibitors | 390,000 compounds, 0.093% hits | AID 602179; also: potency is read from the fitted curve at half-maximal effect; % is scaled to controls: 0 for no effect and ±100 for the full control effect; nearly all actives have a fitted effect of over 65% in size
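IDH1-R132H (0.5 ug/mL) preincubated 30 min with compound, then NADPH (0.016 mM) and alpha-KG (2 mM) added; 80 min at RT, pH 7.5. Remaining NADPH coupled via diaphorase/resazurin to fluorescence (540/590 nm); concentration-response curves normalized to no-enzyme control.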
LDHA inh – inhibitors of human lactate dehydrogenase A; purified LDHA, NADH/diaphorase-resazurin fluorescence; active compounds read low; activity change, % (values are at about 110 or 230 µM); 480,000 compounds, 0.15% hits; AID 1347041; in the data active = activity change below about -30%; inconclusive = mostly about -25% to -30%;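 also: plate controls were DMSO wells for no effect and wells without enzyme for full effect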
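Human LDH5 (2 nM) was incubated with 0.06 mM NADH and 0.2 mM pyruvate for 5 min at room temperature in Tris pH 7.4. Remaining NADH was coupled through diaphorase/resazurin, and resorufin fluorescence was read at 0 and 20 min.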
Active calls of the source: *; ? = inconclusive; . = not tested or not shown; & = joins results of further samples; [ ] = dose if it differs, or a comment. Unless noted, calls follow the shape of the dose curve; as a rule, active = well fitted curve in the direction sought with a large enough effect; inconclusive = small, poorly fitted or top-dose-only effect, or another doubt; inactive = no such curve, though single readings can be large; an effect the other way counts as inactive or inconclusive. Only part of the results is shown; the hit share may differ from the screen's.

Every second line gives: Vif-APOBEC3F blk | TrxR1 substrate | Vif-APOBEC3G blk | PI4K2A block | Glioma ERSR ind | RXFP1 ag | USP1-UAF1 inh | IDH1 R132H inh | LDHA inh
Cc1ccc(C(=O)NCCc2cccc(Cl)c2)cc1[N+](=O)[O-]
→ -4% | 4% | -2% | 1 | 1% | 1.8% | -22% | 2% | 1
CC(=O)NCCCc1nc2ccccc2n1Cc1cc(C)ccc1C
→ -1% | 12%[57.1 µM] | -5% | 0 | -7% | -1.2% | -13% | 1% | -9
O[C@@H]1CN(CC2CCCCC2)[C@@H](c2ccc(Cl)cc2)C[C@H]1n1cc(C2CC2)nn1
→ -11% | . | -25% | -2 | -5% | . | -15% | -6% | -20
CCN1C(=O)/C(=C/c2ccc(C)o2)N(C)C1=S
→ -12% | -11% | -4% | 3 | 0% | 0.7% | -1% | 5% | 14
FC(F)(F)c1ccc(-c2cccc3c2C2CC3CCN2)cc1 (configuration not stated)
→ -2% | 12% | 5% | -5 | -4% | . | -5% | 2%[38.3 µM] | -1
O=C(Cn1c(=O)sc2ccccc21)OC(CCl)CCl
→ 2% | -11% | 1% | -1 | -4% | -0.9% | -9% | 6% | -5
COc1ccc(C(=O)Cn2cc([N+](=O)[O-])nc2C)cc1
→ 0% | -2% | 0% | 0 | -2% | 1.0% | -17% | 0% | -4
COCCN(CCOC)Cc1cc(=O)oc2cc(OC)c(Cl)cc12
→ . | . | -1% | 3 | -2% | . | . | . | -1
Cc1cccc(N2CCN(S(=O)(=O)c3c(C)nc4scc(C)n4c3=O)CC2C)c1 (configuration not stated)
→ 7%&-5% | 4%[0.457 µM] | -4%&2% | 1&1 | -2%&-2% | 3.3%&2.8% | -13%&7% | -3%&-1% | -3&-8
O=C(NC1(C(=O)NC2CCCCC2)CCCCC1)c1ccccn1
→ -6% | 10% | 0% | 4 | -7% | 0.3% | -3% | 6% | -8
COc1ccc2c(CC(=O)Nc3ccc4nc(N5CCOCC5)sc4c3)coc2c1
→ 7% | . | -7% | -2 | 1% | . | -20% | 1% | -2
Cc1cccc(NC(=S)NCc2ccco2)c1C
→ -17% | -8% | 1% | 1 | -4% | -0.1% | -13% | 2% | -2
NC(=O)CSC1=Nc2ccccc2C2=NC(CC(=O)NCc3cccs3)C(=O)N12 (configuration not stated)
→ -6% | 2%[57.1 µM] | -4% | 7 | -4% | 7.8% | 6% | -9% | 2
CCOC(=O)c1[nH]c2c(c1Cc1ccccc1OC)C(=O)CC(c1ccccc1)C2 (configuration not stated)
→ 1% | -11% | -1% | 3 | -1% | 0.4% | -8% | 30% | -4
N#CN=C(N)c1ccccc1
→ -7% | 14% | -1% | 0 | -4% | 1.1%&0.0% | -6% | 1% | -9

Entries of single compounds, looked up by structure:
Shown for `Cc1cccc(N2CCN(S(=O)(=O)c3c(C)nc4scc(C)n4c3=O)CC2C)c1` (configuration not stated) : Vif-APOBEC3F blk = 7%&-5%; TrxR1 substrate = 4%[0.457 µM]; Vif-APOBEC3G blk = -4%&2%; PI4K2A block = 1&1; Glioma ERSR ind = -2%&-2%; RXFP1 ag = 3.3%&2.8%; USP1-UAF1 inh = -13%&7%; IDH1 R132H inh = -3%&-1%; LDHA inh = -3&-8
Shown for `CCOC(=O)c1[nH]c2c(c1Cc1ccccc1OC)C(=O)CC(c1ccccc1)C2` (configuration not stated) : Vif-APOBEC3F blk = 1%; TrxR1 substrate = -11%; Vif-APOBEC3G blk = -1%; PI4K2A block = 3; Glioma ERSR ind = -1%; RXFP1 ag = 0.4%; USP1-UAF1 inh = -8%; IDH1 R132H inh = 30%; LDHA inh = -4

Next results.
Every second line gives: Vif-APOBEC3F blk | TrxR1 substrate | Vif-APOBEC3G blk | PI4K2A block | Glioma ERSR ind | RXFP1 ag | USP1-UAF1 inh | IDH1 R132H inh | LDHA inh
Cc1ccc(C(C)C)cc1S(=O)(=O)NCc1cccnc1
→ -7% | 3% | 2% | 6 | -4% | 1.8% | -3% | 2% | -3
O=C(NN(c1ccccc1)c1ccccc1)c1ccccc1F
→ 9% | -3% | -10% | 8 | -4% | 0.3% | 1% | 10% | -2
Cc1cc(C)c(NC(=O)C2CCN(c3nc4ccccc4n4cccc34)CC2)c(C)c1
→ . | 7%[11.4 µM] | . | 0 | . | -0.7% | -9% | . | 1
CCOc1ccc(S(=O)(=O)Nc2ccn(C)n2)cc1
→ 3% | -3% | 1% | -3 | 0% | 2.0% | -7% | -1% | -2
CCCCN(C(=O)CC1CCCC1)c1c(N)n(CC(C)C)c(=O)[nH]c1=O
→ ? | 8% | 1% | -7 | -2% | -0.1% | 3% | -1% | -2
COc1ccccc1NC(=O)Cn1nnc(-c2ccccc2NC(=O)c2cccs2)n1
→ -9% | 23% | -18% | -4 | -5% | 4.3% | -26% | -2% | -1
COc1ccc(-c2nc3c(=O)n(C)c(=O)[nH]c3n2CCc2ccccc2)cc1
→ 5% | 168%[activator][57.1 µM] | -1% | -2 | -2% | 4.8% | 2% | 8% | 0
COC(c1ccccc1)c1nnc(CCC(=O)NC2C3CC4CC(C3)CC2C4)o1 (configuration not stated)
→ -1% | 2% | 0% | 0 | -3% | -1.1% | -21% | -7% | -2
Cc1ccc(S(=O)(=O)NCCN2CCN(S(=O)(=O)c3ccccc3Cl)CC2)cc1
→ 6% | -11% | 5% | -1 | -4% | -0.6% | -20% | -5% | -6
COc1ccc(-c2nn(C)c(=O)c3ccccc23)cc1CNS(C)(=O)=O
→ . | 5% | -4% | 3 | -3% | 1.7% | -16% | 9% | -8
COc1ccc([C@H]2C[C@@H](O)[C@H](n3cc(-c4ccc(F)cc4)nn3)CN2C(=O)C2CCCCC2)cc1
→ -11% | . | 2% | 3 | 0% | . | -19% | 1% | -2
CCCCn1c(N)c(N(Cc2ccccc2OC)C(=O)C(C)Oc2ccc(Cl)cc2)c(=O)[nH]c1=O (configuration not stated)
→ -18% | 4% | -8% | 1 | -3% | 2.0% | -6% | 3% | -5
CC(C)(C)C(=O)Nc1sc2c(c1C#N)CCN(Cc1ccccc1)C2
→ ? | -3%[57.1 µM] | -22% | 3 | -2% | 2.7% | ? | 0% | 1
CCOC(=O)c1c(C)c(-c2ccccc2)n(CC(=O)Nc2ccc(OCC)cc2)c1C
→ -7% | 7% | -1% | 0 | -2% | -0.8% | -22% | -1% | -9
CCOC(=O)c1ccc(NC(=O)CCc2nnc3ccc(N4CCN(C)CC4)nn23)cc1
→ 1% | -4% | 0% | -2 | -4% | 7.1% | -6% | 23% | -3

Overlap with the part before: two compounds; new compounds follow.
Every second line gives: Vif-APOBEC3F blk | TrxR1 substrate | Vif-APOBEC3G blk | PI4K2A block | Glioma ERSR ind | RXFP1 ag | USP1-UAF1 inh | IDH1 R132H inh | LDHA inh
CCOC(=O)c1c(C)c(-c2ccccc2)n(CC(=O)Nc2ccc(OCC)cc2)c1C
→ -7% | 7% | -1% | 0 | -2% | -0.8% | -22% | -1% | -9
CCOC(=O)c1ccc(NC(=O)CCc2nnc3ccc(N4CCN(C)CC4)nn23)cc1
→ 1% | -4% | 0% | -2 | -4% | 7.1% | -6% | 23% | -3
O=C(CSc1nnnn1-c1ccc(F)cc1F)Nc1ccccc1F
→ -10% | 7% | -8% | -7 | 1% | -0.5% | ? | -9% | -3
c1ccc(-n2c(Sc3cnccn3)nnc2-c2cccs2)cc1
→ -3% | 8%[57.1 µM] | 1% | -1 | 1% | 4.9% | -2% | -4% | -6
CCc1nc2nc(C)cc(Nc3cccc(C(F)(F)F)c3)n2n1
→ 7% | 14%[57.1 µM] | 0% | 2 | 10% | 0.2% | -6% | 3% | 2
NC(=O)C1CCN(c2c([N+](=O)[O-])cc(C(F)(F)F)cc2[N+](=O)[O-])CC1
→ -9% | -1%[57.1 µM] | 0% | -1 | -2% | -1.0% | -6% | 2% | -3
COc1ccc(C(=O)Nc2ccc(CN3CCOCC3)cc2)cc1Br
→ 0% | -4% | 2% | 5 | 3% | 1.8% | 2% | 1% | -6
O=C(CCNC(=O)c1ccccc1)Nc1ccc(Cl)c(S(=O)(=O)N2CCCCC2)c1
→ 4% | 8%[57.1 µM] | -3% | 2 | -2% | . | -9% | 4% | 0
